CCR6 antag = blocks CCL20-driven beta-arrestin recruitment at human CCR6. inhibition, % at 20 µM. 340,000 tested, 0.49% active. P51684. CHO-K1 CCR6 PathHunter beta-arrestin, luminescence, CCL20-stimulated;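 active = compounds whose inhibition of the agonist-driven luminescence signal at 20 µM reaches about 50%, limit read from the data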;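 note: cells stimulated with CCL20 at 14 nM final; plate controls were DMSO with CCL20 for no effect and DMSO without agonist for full effect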
Target sequence (P51684 whole entry, looked up): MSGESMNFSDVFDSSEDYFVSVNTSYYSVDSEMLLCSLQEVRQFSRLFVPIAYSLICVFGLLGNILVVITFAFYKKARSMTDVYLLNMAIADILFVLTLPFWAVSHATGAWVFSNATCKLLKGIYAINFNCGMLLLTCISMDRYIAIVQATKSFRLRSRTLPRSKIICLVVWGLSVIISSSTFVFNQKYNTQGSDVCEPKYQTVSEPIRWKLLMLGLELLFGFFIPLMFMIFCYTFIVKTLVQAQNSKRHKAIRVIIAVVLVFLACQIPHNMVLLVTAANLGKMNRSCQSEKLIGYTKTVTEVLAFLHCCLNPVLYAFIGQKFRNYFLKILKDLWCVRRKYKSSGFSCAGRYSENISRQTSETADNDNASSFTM
EBI2 antag = EBI2 (human) antagonism; P32249; EBI2 beta-arrestin recruitment, luminescence, 7a,25-OHC stimulated; inhibition, % at 5 µM; 360,000 tested, 0.81% active; in the data active = inhibition above about 38%;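 note: enzyme fragment complementation signal reports receptor beta-arrestin coupling in cells; 0% = agonist plus DMSO wells and 100% = wells without agonist; some results beyond the cut were filed as inactive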
Jurkat NFkB inh = lowers PMA/ionomycin-induced NF-kB signal in Jurkat cells | PMA/ionomycin-induced NF-kB luciferase reporter, luminescence | inhibition, % at 4 µM | 330,000 tested, 0.53% active | AID 435003; in the data active = inhibition above about 50%
CXCR6 inh = CXCR6 (human) receptor inhibition; O00574; CHO-K1 PathHunter CXCR6 beta-arrestin, luminescence; AID 602244; 360,000 tested, 0.36% active; inhibition, % at 20 µM; in the data active = inhibition above about 34%, passing the limit was not always enough;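 note: antagonist mode with CXCL16 agonist at 10 nM final; 0% = 10 nM CXCL16 with DMSO and 100% = unstimulated wells without agonist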
Target sequence (O00574 whole entry, looked up): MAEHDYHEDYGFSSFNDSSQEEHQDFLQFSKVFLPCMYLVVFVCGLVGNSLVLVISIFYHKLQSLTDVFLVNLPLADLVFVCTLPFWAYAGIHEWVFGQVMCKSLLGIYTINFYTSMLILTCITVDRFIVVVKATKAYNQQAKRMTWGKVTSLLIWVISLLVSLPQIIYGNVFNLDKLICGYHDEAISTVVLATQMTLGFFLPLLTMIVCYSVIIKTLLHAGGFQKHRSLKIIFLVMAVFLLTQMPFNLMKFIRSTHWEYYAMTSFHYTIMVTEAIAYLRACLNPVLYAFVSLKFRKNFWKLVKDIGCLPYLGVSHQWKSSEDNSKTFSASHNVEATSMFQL
Gli-Sufu block = blocks Gli-Sufu signaling in a luciferase reporter | 340,000 tested, 0.74% active | inhibition, % at 5 µM | AID 588413 | Sufu-KO-LIGHT fibroblasts, Gli luciferase reporter luminescence;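 active = inhibition above about 55%, limit read from the data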;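 note: 0% = DMSO-treated cells and 100% = wells with medium but no cells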
697 NFkB inh = lowers PMA/ionomycin-induced NF-kB signal in 697 B cells; 697 B-cell NF-kB luciferase reporter, 16 h; 330,000 tested, 0.33% active; inhibition, % at 4 µM; in the data active = inhibition above about 35%
APJ antag = APJ receptor antagonism; P35414; 330,000 tested, 0.32% active; CHO-K1 APJ beta-arrestin complementation, luminescence; inhibition, % at 20 µM;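 active = inhibition above about 40% at 20 µM, limit read from the data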;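 note: cells challenged with 10 nM apelin-13 agonist together with compound; plate controls were apelin-13 plus DMSO wells for no effect and DMSO wells lacking apelin-13 for full effect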
UBC13 polyUb = blocks human UBC13 polyubiquitin chain formation; P61088; TR-FRET; inhibition, % at 20 µM; 330,000 tested, 0.47% active; AID 485273; in the data active = inhibition above about 45%, passing the limit was not always enough
Target sequence (P61088 whole entry, looked up): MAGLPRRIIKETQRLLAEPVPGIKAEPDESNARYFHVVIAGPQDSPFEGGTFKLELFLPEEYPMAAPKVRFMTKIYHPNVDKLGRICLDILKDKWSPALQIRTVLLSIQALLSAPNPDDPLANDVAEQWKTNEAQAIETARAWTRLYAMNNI
The depositor's hits bear a star; · = no result given; & = joins results of further samples.

SMILES	CCR6 antag	EBI2 antag	Jurkat NFkB inh	CXCR6 inh	Gli-Sufu block	697 NFkB inh	APJ antag	UBC13 polyUb
CN1C[C@@H]2C[C@@H](c3ccc(C#CC(C)(C)O)s3)N3CCC[C@@]23C1=O	8	-8	-1	2	-1	13	-3	0
O=C(COC(=O)c1cccc2ccccc12)NCCCc1ccccc1	0	-2	9	-6	0	1	6	6
COc1ccc(-c2nc(SCc3ccc(C#N)cc3)[nH]c(=O)c2C#N)cc1	6	6	-5	-8	3	4	-6	2
CN(C(=O)CC1C(=O)NCCN1Cc1c(F)cccc1Cl)C1CCOCC1 (stereo unspecified)	7	-3	-3	6	-27	2	8	2
Cc1onc(-c2ccccc2)c1C(=O)NC(=S)NNC(=O)c1ccncc1	9	5	3	3	-4	-1	8	-10
COc1ccc(S(=O)(=O)Nc2ccccc2OC)cc1C	19	3	5	-5	8	-9	-5	-6
Cc1cc(=O)oc2cc(OCC(=O)Nc3ccc(N4CCC(C)CC4)cc3)ccc12	5	22	0	-6	0	-1	4	-5
CCN(CC)S(=O)(=O)c1ccc(C(=O)Oc2ccc3c(c2)OCO3)cc1	-5	3	-14	0	-6	2	-14	0
Cc1cccc(-c2noc(CCCC(=O)NC3CCCC3)n2)c1	18	3	17	8	47	4	-3	13
O=C(CN(CC1CCCO1)C(=O)CNS(=O)(=O)c1ccc(Cl)cc1)NCc1ccco1 (stereo unspecified)	-1	2	-13	0	21	2	-11	-4

Random excerpt: three entries already listed
SMILES	CCR6 antag	EBI2 antag	Jurkat NFkB inh	CXCR6 inh	Gli-Sufu block	697 NFkB inh	APJ antag	UBC13 polyUb
O=C(COC(=O)c1cccc2ccccc12)NCCCc1ccccc1	0	-2	9	-6	0	1	6	6
Cc1cc(=O)oc2cc(OCC(=O)Nc3ccc(N4CCC(C)CC4)cc3)ccc12	5	22	0	-6	0	-1	4	-5
COc1ccc(-c2nc(SCc3ccc(C#N)cc3)[nH]c(=O)c2C#N)cc1	6	6	-5	-8	3	4	-6	2

Structural class: the entries above containing nitrogen in an aromatic ring (3)
SMILES	CCR6 antag	EBI2 antag	Jurkat NFkB inh	CXCR6 inh	Gli-Sufu block	697 NFkB inh	APJ antag	UBC13 polyUb
COc1ccc(-c2nc(SCc3ccc(C#N)cc3)[nH]c(=O)c2C#N)cc1	6	6	-5	-8	3	4	-6	2
Cc1onc(-c2ccccc2)c1C(=O)NC(=S)NNC(=O)c1ccncc1	9	5	3	3	-4	-1	8	-10
Cc1cccc(-c2noc(CCCC(=O)NC3CCCC3)n2)c1	18	3	17	8	47	4	-3	13

Next records:
SMILES	CCR6 antag	EBI2 antag	Jurkat NFkB inh	CXCR6 inh	Gli-Sufu block	697 NFkB inh	APJ antag	UBC13 polyUb
FC(F)(F)c1ccccc1/C=N/N1CCN(Cc2ccccc2)CC1	17	1	-18	-9	-25	-12	-12	21
CCc1c(C)sc(NC(=O)Cn2nc(C(F)(F)F)c3c2CCCC3)c1C#N	-3	-7	0	-5	2	18	19	-2
CC1(C)C(=O)C=CC(=O)C(C)(C)C(=O)C=CC(=O)C(C)(C)C2=CC=C(O2)C(C)(C)C(=O)C=CC1=O	55*	-2	·	4	3	·	·	·
Cc1ccc(CC(=O)NCCc2ccc(S(N)(=O)=O)cc2)cc1	12	-10	8	1	0	6	9	1
CC(C(=O)N1CCCc2c1c(=O)oc1ccc(O)cc21)N1CCc2ccccc2C1 (stereo unspecified)	11	4	-3	2	1	21	-31	-5
Cc1cccc(C)c1NC(=O)NC1(C(=O)N2CCCCC2)CCCCC1	7	-7	14	0	-10	12	6	3
CCC(c1nnc(SCC(=O)Nc2ccc(S(N)(=O)=O)cc2)n1Cc1ccccc1)N(C)C (stereo unspecified)	1	-8	7	-13	-1	6	7	2
COc1cc2nc(C)sc2cc1SC	-18	8	2	1	-1	-24	-5	-13
O=P(O)(CCc1ccccn1)CN1CCCCC1	-8	-9	-3	0	3	-6	15	-7
CC12CCC(C(=O)Nc3ccc4c(c3)OCCO4)(OC1=O)C2(C)C (stereo unspecified)	0	13	3	-1	4	-24	4	-4
CCN1CCCC1CNCc1ccccc1OCc1ccc(F)cc1 (stereo unspecified)	4	1	-15	4	6	9	9	12
Cc1ccccc1-c1nc(CS(=O)CC(=O)NCCN2CCOCC2)c(C)o1 (stereo unspecified)	-3	-5	-1	0	4	4	17	-11
CC1(C)CC(=O)C(N=Nc2c(F)cccc2F)=C(O)C1	26	3	2	16	-1	9	1	-6
CCn1c(C)nc2cc(C(=O)NNS(=O)(=O)c3ccc(C)c(C)c3)ccc21	5	-38	-5	8	-1	3	8	0
OC(CNCc1cccs1)c1ccccc1 (stereo unspecified)	2	5	7	-8	3	17	16	9
COc1ccc(N2CCN(C(CNC(=O)c3ccc4c(c3)OCO4)c3ccco3)CC2)cc1 (stereo unspecified)	11	-4	-1	-1	8	12	-1	-4
O=C(NCCNCCO)c1c(O)c2cccc3c2n(c1=O)CCC3	7	-6	-5	2	22	16	11	18
Cc1ccc2oc(=O)n(CCCOc3ccccc3)c2c1	6	21	-21	0	-37	-42	15	2
COc1ccc(C(CNC(=O)COc2cccc(C)c2)N2CCCC2)cc1 (stereo unspecified)	-3	5	-7	3	6	-8	-4	6
C=CCNC(=O)/C=C/c1cccs1	6	-7	4	2	2	4	0	5

Individual results from the list.
OC(CNCc1cccs1)c1ccccc1 (stereo unspecified) – Jurkat NFkB inh: 7
O=C(NCCNCCO)c1c(O)c2cccc3c2n(c1=O)CCC3 – 697 NFkB inh: 16
C=CCNC(=O)/C=C/c1cccs1 – EBI2 antag: -7
Cc1ccccc1-c1nc(CS(=O)CC(=O)NCCN2CCOCC2)c(C)o1 (stereo unspecified) – CXCR6 inh: 0
COc1ccc(N2CCN(C(CNC(=O)c3ccc4c(c3)OCO4)c3ccco3)CC2)cc1 (stereo unspecified) – Jurkat NFkB inh: -1
COc1ccc(C(CNC(=O)COc2cccc(C)c2)N2CCCC2)cc1 (stereo unspecified) – UBC13 polyUb: 6

(listing goes on)
SMILES	CCR6 antag	EBI2 antag	Jurkat NFkB inh	CXCR6 inh	Gli-Sufu block	697 NFkB inh	APJ antag	UBC13 polyUb
CC(C)(C)n1cn[nH]c1=S	-9	2	9	-3	-5	-29	11	-10
CCN(CC)S(=O)(=O)c1cccc(NC(=O)COc2ccc(C#N)cc2OC)c1	6	6	-12	-2	2	-11	2	-4
COc1ccccc1NC(=O)c1ccc(NC(=O)COC(=O)CCC2CCCC2)cc1	3	-16	-16	-2	-6	-2	2	0
Cc1cc(N2CCCCCC2)nc2ccc(F)cc12	16	3	-9	-6	6	11	11	12
CC(C)NC(=O)c1c(CSc2ccccc2)noc1C(=O)NCc1ccccc1	6	1	10	4	11	-17	10	13
Cc1cc(=O)oc2cc(NC(=O)c3cccc(F)c3)ccc12	6	3	-71	5	-25	-36	16	2
CC(C)(C)C(=O)Nc1ccc(S(=O)(=O)c2ccc(NC(=O)C(C)(C)C)cc2)cc1	6	0	-7	-4	2	4	-21	-10
O=C(c1ccc(C23CC4CC(CC(C4)C2)C3)o1)N1CCOCC1	8	-48	-13	2	-5	-45	-9	6
CCOC(=O)c1cnc(SC)nc1Sc1ccccc1Cl	12	6	-4	-3	0	12	6	9
COc1ccc(NC(=O)NC2CCCCCCC2)cc1OC	6	3	-25	-5	-44	-3	5	-1
Cc1ccc2c(c1)c(CC(=O)Nc1ccc(F)cc1)c(C(=O)O)n2C	-13	3	3	-2	·	12	-7	-10
CC(C)Cn1cc(C(=O)NCCCN2CCCC2=O)c2c3ccccc3n(C)c2c1=O	-8	-1	-7	-6	6	18	5	28
CCCN1C(=O)C2(/C(=C(\O)c3ccc4c(c3)OCCO4)C(=O)C(=O)N2CCCOC)c2ccccc21 (stereo unspecified)	-2	-4	-7	3	2	-5	-7	-12
Cc1ccc(CNC(=O)C(=O)NCC2OCCN2S(=O)(=O)c2ccc(Br)cc2)cc1 (stereo unspecified)	13	3	7	0	6	-24	2	-5
Cc1ccc(C(=O)CCC(=O)N2CCC(C(N)=O)CC2)cc1	9	1	-2	-7	-7	-2	-14	-8
O=C1/C(=C/c2ccccc2Cl)SC(=S)N1CCC(=O)N1CCCCC1CCO (stereo unspecified)	16	7	19	8	15	3	-11	-10
CCCN1CNc2c(c(=O)[nH]c(=S)n2CCc2ccc(OC)c(OC)c2)C1	9	-6	-12	-6	-6	8	-18	-8
CCCOC(=O)Oc1ccc2c(=O)c(Oc3cc(C)cc(C)c3)coc2c1	2	4	9	-7	-5	6	-3	5
COc1ccccc1NC(=O)/C=C/c1ccc(OC)c(S(=O)(=O)N2CCOCC2)c1	-4	5	11	-1	·	10	11	-8
CNc1cc([N+](=O)[O-])ccc1N/C=C/C(=O)c1ccc2c(c1)OCO2	5	11	-3	7	-3	-38	-2	-76
CCc1cccc(C)c1NC(=O)Cn1c(NCCO)nc2ccccc21	5	0	-2	-6	9	-13	-11	8
c1cnc(N2CCN(Cc3ccc4c(c3)OCO4)CC2)nc1	0&12	-4&2	-8&12	0&0	-2&-8	12&8	-15&2	12&-3
C[C@H](CO)N1C[C@H](C)[C@@H](CN(C)C(=O)Nc2ccc3c(c2)OCO3)Oc2ccc(NC(=O)CCN3CCOCC3)cc2C1=O	-6	-18	-8	-10	-34	5	3	1
CN1/C(=C\C=C2\N=C(c3ccc(F)cc3)OC2=O)C(C)(C)c2ccccc21	33	1	9	26	-2	11	24	-220
Cc1cc(NC(=O)CCC(=O)N(Cc2ccccc2)C(C(=O)NC2CCCC2)c2ccco2)no1 (stereo unspecified)	5	-7	4	3	-10	2	1	0
O=C(Nc1ccccc1)SC1CCCCC1	7	3	·	-4	-66	·	·	·
COc1cc(C=Nc2c(C)cc(C)cc2C)ccc1OC(C)=O	6	-5	2	-8	-1	-2	-1	-3
CCOc1ccc(C2Nc3ccccc3NC3=C2C(=O)CC(C)(C)C3)cc1OC (stereo unspecified)	-2	-1	-11	7	-5	-5	12	-7
O=C(NC(Cc1c[nH]c2ccccc12)C(=O)N1CCOCC1)c1cccs1 (stereo unspecified)	-4	-8	-11	-9	-8	-4	-9	-2
COc1ccc(NC(=O)c2cc([N+](=O)[O-])ccc2N2CCCC2)cc1	23	24	2	10	-9	-2	2	-7
CC(C)C(NS(=O)(=O)/C=C/c1ccccc1)C(=O)NCc1ccc(F)cc1 (stereo unspecified)	19	-2	16	7	·	10	7	2
Fc1ccc(Nc2nc(NCc3ccco3)c3ccccc3n2)cc1	-1	-3	-57	-6	36	-126	-33	54*
COc1ccc(NC(=O)CC2Oc3ccccc3NC2=O)c(OC)c1 (stereo unspecified)	2	-1	2	4	16	15	-3	6
O=[N+]([O-])c1ccccc1/C=C/C=N/N1CCCCC1	2	7	-67	0	-99	-74	-10	-5
